Screens: PubChem, The Scripps Research Institute Molecular Screening Center
LYPLA2 inh: LYPLA2 (human) inhibition in PME1 counter-screen | AID 2177 | hit rate 0.38% among 320,000 | recombinant LYPLA2, FP-Rh probe fluorescence polarization | inhibition, % at 5.9 µM | O95372;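 active = inhibition above the screen-wide mean plus 3 SD, limit set per campaign, cut at about 26% in these data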;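 note: 0% = LYPLA2 with DMSO and 100% = wells lacking LYPLA2 enzyme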
Target sequence (O95372 whole entry, looked up): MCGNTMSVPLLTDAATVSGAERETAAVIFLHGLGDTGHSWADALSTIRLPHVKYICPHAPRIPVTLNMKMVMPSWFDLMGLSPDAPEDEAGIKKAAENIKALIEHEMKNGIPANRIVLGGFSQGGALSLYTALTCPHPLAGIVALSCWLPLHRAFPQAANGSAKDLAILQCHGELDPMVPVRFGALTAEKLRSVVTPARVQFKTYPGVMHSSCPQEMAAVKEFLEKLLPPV
PREPL inh: inhibitors of human prolyl oligopeptidase-like enzyme PREPL. Q4J6C6. recombinant PREPL, fluorescence polarization activity-based probe. hit rate 0.68% among 320,000. inhibition, % at 5.96 µM; in the data active = inhibition above about 43%;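 note: 0% = enzyme with DMSO and 100% = wells lacking enzyme; many of its hits are not listed in these tables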
ZTA DNA inh: ZTA (EBV) inhibition in EBNA-1 counter-screen; ZTA-DNA binding, fluorescence polarization; P03206; inhibition, % at 11 µM; hit rate 0.15% among 320,000; AID 2234; in the data active = inhibition above about 33%
PAFAH1B3 FP inh: inhibitors of human PAFAH1B3; Q15102; recombinant PAFAH1B3, FP-rhodamine probe, fluorescence polarization; inhibition, % at 3.39 µM; hit rate 0.28% among 340,000; AID 492972;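 active = inhibition above the screen-wide average of all tested compounds plus 3 SD, cut at about 25% in these data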;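 note: 0% = enzyme with DMSO only and 100% = wells lacking PAFAH1B3 protein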
Target sequence (Q15102 whole entry, looked up): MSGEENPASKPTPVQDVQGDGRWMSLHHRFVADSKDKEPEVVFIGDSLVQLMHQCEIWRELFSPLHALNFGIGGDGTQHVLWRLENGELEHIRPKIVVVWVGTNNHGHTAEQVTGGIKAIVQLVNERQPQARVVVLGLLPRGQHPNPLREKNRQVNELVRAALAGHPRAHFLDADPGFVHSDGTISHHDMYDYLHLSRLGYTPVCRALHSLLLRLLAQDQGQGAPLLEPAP
EBNA-1 inhibitor: blocks EBNA-1 binding to DNA; inhibition, % at 14.8 µM; hit rate 0.34% among 300,000; EBNA-1 DNA binding, fluorescence polarization; in the data active = inhibition above about 28%
PAD4 inh: PAD4 (human) enzyme inhibition; inhibition, % at 6.36 µM; Q9UM07; hit rate 0.41% among 330,000; AID 485272; recombinant PAD4, RCA probe fluorescence polarization;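 active = percent inhibition above a cutoff equal to the mean of all tested compounds plus 3 SD, cut at about 15% in these data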;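 note: 0% = PAD4 with RCA probe and DMSO and 100% = probe without PAD4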
PAFAH2 inh: PAFAH2 (human) inhibition | Q99487 | recombinant PAFAH2, FP-rhodamine activity probe, fluorescence polarization | inhibition, % at 3.39 µM | hit rate 0.99% among 340,000 | AID 492956;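 active = inhibition above the mean over all tested compounds plus 3 SD, cut at about 30% in these data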;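 note: inhibitors block probe labeling of enzyme so polarization drops; 0% = enzyme with DMSO and 100% = wells lacking PAFAH2 protein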
LYPLA1 inh: counter-screen for PME1 inhibitors: inhibitors of human LYPLA1; recombinant LYPLA1, FP-Rh probe fluorescence polarization; inhibition, % at 5.9 µM; hit rate 0.16% among 320,000; AID 2174;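 active = inhibition above the mean of all tested compounds plus 3 SD, set per campaign, cut at about 14% in these data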;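 note: inhibitors block serine hydrolase probe labeling of LYPLA1 so polarization falls; 0% = enzyme with DMSO and 100% = wells lacking LYPLA1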
GSTO1 inh: blocks human GSTO1 in RBBP9 counter-screen | recombinant GSTO1, activity-based probe fluorescence polarization | P78417 | hit rate 1.1% among 300,000 | inhibition, % at 5.96 µM;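 active = inhibition above the campaign mean inhibition plus 3 SD, cut at about 35% in these data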;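 note: 0% = GSTO1-1 with DMSO and 100% = wells lacking GSTO1-1 enzyme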
Target sequence (P78417 whole entry, looked up): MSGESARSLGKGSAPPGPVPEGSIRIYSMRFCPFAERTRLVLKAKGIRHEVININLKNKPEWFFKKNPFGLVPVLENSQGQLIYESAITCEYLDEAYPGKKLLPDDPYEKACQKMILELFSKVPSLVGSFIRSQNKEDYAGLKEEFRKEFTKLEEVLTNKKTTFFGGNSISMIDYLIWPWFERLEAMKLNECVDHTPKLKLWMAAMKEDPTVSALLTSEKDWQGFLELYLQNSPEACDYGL
* hit, by the source's call; · = no result given. A portion of the library; rates above refer to the full screens.

Order of values: PAFAH1B3 FP inh	LYPLA2 inh	PAFAH2 inh	PAD4 inh	EBNA-1 inhibitor	ZTA DNA inh	LYPLA1 inh	PREPL inh	GSTO1 inh
1) O=C(Nc1nc2c(F)cc(F)cc2s1)c1ccccn1
    -1.4	0.9	4.9	-3.9	2.0	1.1	-0.8	1.1	16.8
2) Cc1ccccc1/C(N)=N/OC(=O)/C=C/c1ccccc1
    -1.8	3.1	6.6	-1.7	7.6	-21.8	-1.8	7.5	5.6
3) O=C(c1c(Cl)cccc1Cl)N1CCN(c2cccc3[nH]ccc23)CC1
    3.9	-1.1	2.9	2.1	3.5	11.0	-0.2	7.8	1.2
4) Cc1noc(C)c1C(=O)N1CCN(C(=O)c2sc3cc(Cl)ccc3c2Cl)CC1
    5.9	4.4	10.1	0.3	-3.6	-10.1	-0.7	13.5	-1.8
5) CC(=O)c1cccc(NC(=O)C2CCN(S(C)(=O)=O)CC2)c1
    10.4	4.2	9.4	2.6	9.2	-1.3	4.2	4.8	6.3
6) S=C(NCC1CCCO1)n1nnc2ccccc21 (configuration not stated)
    ·	4.0	·	-0.1	5.0	-3.5	-3.0	-0.4	-2.2
7) O=C(Cc1cccs1)N/N=C/c1ccccc1
    ·	10.5	·	3.1	0.7	11.5	-1.0	6.3	13.5
8) Cc1cc(NC(=O)c2ccc(NC(=O)CC(C)C)cc2)no1
    0.1	9.4	1.6	-6.2	-0.5	1.4	4.0	16.6	2.8
9) CCCn1nc(C(=O)N2CCN(c3ccccn3)CC2)c2ccccc2c1=O
    8.9	·	0.7	0.9	·	·	·	18.6	·
10) O=C(NC1CCCCC1)N1CCN(c2ccc(Cl)cc2)CC1
    5.1	-3.2	-0.8	2.4	-9.6	-0.8	-0.9	30.6	1.4
11) Cc1c(C)[n+](=O)c2c(n1[O-])CCCCC2
    8.8	6.7	4.2	2.0	-12.1	-11.7	0.6	12.2	3.3
12) COc1cc2[nH]c(C(=O)NN)c(N)c2cc1OC
    ·	-8.3	·	8.3	2.6	-7.0	-4.3	21.6	38.8*
13) CC(=O)c1ccc(N2CCN(C(=O)c3c(-c4ccccc4Cl)noc3C)CC2)cc1
    4.3	0.2	2.1	-0.1	-1.2	-12.3	-0.1	2.4	-2.5
14) COc1ccc(C2c3c(oc4ccccc4c3=O)C(=O)N2c2ccccn2)cc1OC (configuration not stated)
    2.4	2.3	3.7	-1.5	-5.4	-5.9	0.7	6.2	4.7
15) COc1ccc(NC(=O)COc2cccc3c2CCN(Cc2cccnc2)C3=O)c(OC)c1
    2.3	7.0	3.5	-5.5	6.4	-12.8	6.4	18.5	-3.4
16) CC(C)=CC(=O)N1CCCc2ccccc21
    4.5	1.6	-0.1	2.2	-8.0	-16.1	4.0	-8.4	-1.6
17) COc1ccc(/C=C/C(=O)c2ccc3ccccc3c2O)cc1CN1CCOCC1
    7.8	-4.3	0.1	-7.3	-6.2	2.8	-4.2	27.9	-7.5
18) O=C(c1cccc(C(F)(F)F)c1)C1CCCN(C(=O)CCc2cnccn2)C1 (configuration not stated)
    -8.9	7.3	4.0	-6.5	3.9	5.6	7.9	12.4	1.8
19) COc1cccc(C(=O)Nc2c3c(nn2-c2ccc(Cl)cc2)CS(=O)(=O)C3)c1OC
    -0.6	8.4	-3.7	-5.3	4.1	5.4	-1.0	-3.5	5.5
20) Cc1nc(N)c(Cc2ccccc2F)c(N)n1
    -1.4	2.3	6.7	-0.3	-1.9	-20.9	2.2	-3.4	-3.9
21) CCCCCCOC(=O)c1ccccc1NC(=O)/C=C/C(=O)O
    6.9	4.0	1.9	-1.8	-0.2	10.2	-5.0	5.6	-11.5
22) Cn1c(SCC(=O)Nc2ccc(Cl)cc2F)nnc1-c1ccco1
    0.5	-2.3	4.6	-2.7	-15.7	-21.6	-1.7	-16.1	0.1
23) Brc1ccc(C2Nc3cccc4cccc(c34)N2)s1
    18.0	1.2	-5.5	3.5	1.0	16.0	-7.5	8.0	33.9
24) CCOc1cc(/C=N/NC(=O)COc2ccccc2C)ccc1OC(=O)c1cccs1
    -13.5	-59.2	-24.9	-0.7	0.5	-13.9	-35.6	34.6	-11.2
25) CSC1=NC(C(Cl)(Cl)Cl)N=C(c2ccc(C)cc2)N1 (configuration not stated)
    1.5	8.7	1.4	0.8	8.8	2.1	-1.1	-7.2	7.3
26) O=C(NNC(=S)Nc1ccccc1C(F)(F)F)c1ccc(Br)o1
    7.8	1.8	0.9	-3.7	3.7	23.7	3.3	3.1	-8.0
27) CN(C)CCCN(C(=O)COc1ccccc1)c1nc2c(Cl)cccc2s1
    4.5	-0.6	-3.6	3.2	-1.0	8.2	-2.0	-10.2	1.8
28) COc1ccc(CNC(=O)C2CCN(c3nccs3)CC2)cc1
    0.4	0.4	-3.1	3.8	5.7	-2.6	4.1	3.9	9.8
29) Cc1ccc(N(CC(=O)N2CCc3ccccc32)C2=NC(=O)CS2)cc1
    2.4	4.8	-3.7	-7.0	-15.6	-10.2	1.0	-74.8	3.6
30) CC1CCCN(C2=C(NS(=O)(=O)c3ccc(Br)cc3)C(=O)c3ccccc3C2=O)C1 (configuration not stated)
    5.6	-8.0	8.7	-14.0	-10.9	-7.3	-3.4	-5.6	13.0

Some of these compounds in order of number of heavy atoms, lowest first:
Order of values: PAFAH1B3 FP inh	LYPLA2 inh	PAFAH2 inh	PAD4 inh	EBNA-1 inhibitor	ZTA DNA inh	LYPLA1 inh	PREPL inh	GSTO1 inh
6) S=C(NCC1CCCO1)n1nnc2ccccc21 (configuration not stated)
    ·	4.0	·	-0.1	5.0	-3.5	-3.0	-0.4	-2.2
1) O=C(Nc1nc2c(F)cc(F)cc2s1)c1ccccn1
    -1.4	0.9	4.9	-3.9	2.0	1.1	-0.8	1.1	16.8
21) CCCCCCOC(=O)c1ccccc1NC(=O)/C=C/C(=O)O
    6.9	4.0	1.9	-1.8	-0.2	10.2	-5.0	5.6	-11.5
29) Cc1ccc(N(CC(=O)N2CCc3ccccc32)C2=NC(=O)CS2)cc1
    2.4	4.8	-3.7	-7.0	-15.6	-10.2	1.0	-74.8	3.6
9) CCCn1nc(C(=O)N2CCN(c3ccccn3)CC2)c2ccccc2c1=O
    8.9	·	0.7	0.9	·	·	·	18.6	·
30) CC1CCCN(C2=C(NS(=O)(=O)c3ccc(Br)cc3)C(=O)c3ccccc3C2=O)C1 (configuration not stated)
    5.6	-8.0	8.7	-14.0	-10.9	-7.3	-3.4	-5.6	13.0
14) COc1ccc(C2c3c(oc4ccccc4c3=O)C(=O)N2c2ccccn2)cc1OC (configuration not stated)
    2.4	2.3	3.7	-1.5	-5.4	-5.9	0.7	6.2	4.7

Six entries out of the list above, sorted by their value in PAD4 inh, smallest number first:
| # | Molecule | PAFAH1B3 FP inh | PAFAH2 inh | PAD4 inh | EBNA-1 inhibitor | PREPL inh |
| --- | --- | --- | --- | --- | --- | --- |
| 30 | CC1CCCN(C2=C(NS(=O)(=O)c3ccc(Br)cc3)C(=O)c3ccccc3C2=O)C1 (configuration not stated) | 5.6 | 8.7 | -14.0 | -10.9 | -5.6 |
| 29 | Cc1ccc(N(CC(=O)N2CCc3ccccc32)C2=NC(=O)CS2)cc1 | 2.4 | -3.7 | -7.0 | -15.6 | -74.8 |
| 26 | O=C(NNC(=S)Nc1ccccc1C(F)(F)F)c1ccc(Br)o1 | 7.8 | 0.9 | -3.7 | 3.7 | 3.1 |
| 24 | CCOc1cc(/C=N/NC(=O)COc2ccccc2C)ccc1OC(=O)c1cccs1 | -13.5 | -24.9 | -0.7 | 0.5 | 34.6 |
| 25 | CSC1=NC(C(Cl)(Cl)Cl)N=C(c2ccc(C)cc2)N1 (configuration not stated) | 1.5 | 1.4 | 0.8 | 8.8 | -7.2 |
| 28 | COc1ccc(CNC(=O)C2CCN(c3nccs3)CC2)cc1 | 0.4 | -3.1 | 3.8 | 5.7 | 3.9 |
